From PubChem BioAssay
XBP1 UPR activ: activators of adaptive XBP1 UPR arm, primary screen, cell-based, CHO-XBP1 luciferase reporter, luminescence, uHTS. IRE1-XBP1 UPR activation; percent of tunicamycin response, DMSO as zero. 330,000 tested, 0.33% active. activation, % at 20 µM;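 active means versus positive control, 20 µM dose yields 30% or more activation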;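 further: 100% = tunicamycin at 10 µg/mL and 0% = DMSO only wells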
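Material: CHO cell line with stable XBP1 luciferase reporter; buffer or medium: F12 medium containing 10% fetal bovine serum; compound: single point, 20 µM final compound, 1% DMSO; incubation: 6 h treatment, 37 °C; measured by: glow luminescence from Steady-Glo reagent; evaluation: activation, % of tunicamycin; control set: tunicamycin high, DMSO low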
Mdm2-MdmX inh: inhibitors of human Mdm2-MdmX association, primary screen, cell-based, luminescence, split luciferase, SaOS-2, uHTS | Protein Mdm4 (Homo sapiens) + E3 ubiquitin-protein ligase Mdm2 (Homo sapiens), … | SaOS-2 split-luciferase Mdm2/MdmX complementation | inhibition, % at 8 µM | 330,000 tested, 3% active;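 active means inhibition of at least 50% at 8 µM in the primary screen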
CXCR6 inh: CXCR6 receptor inhibitors, primary screen, cell-based, beta-arrestin, luminescence, CHO-K1 PathHunter, 1536-well; C-X-C chemokine receptor type 6 (Homo sapiens), O00574; inhibition, % at 20 µM; 360,000 tested, 0.36% active; AID 602244, 2012; in the data active means inhibition above about 34%, passing the limit was not always enough;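 further: antagonist mode with CXCL16 agonist at 10 nM final; 0% = 10 nM CXCL16 with DMSO and 100% = unstimulated wells without agonist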
Target sequence (O00574 whole entry, looked up): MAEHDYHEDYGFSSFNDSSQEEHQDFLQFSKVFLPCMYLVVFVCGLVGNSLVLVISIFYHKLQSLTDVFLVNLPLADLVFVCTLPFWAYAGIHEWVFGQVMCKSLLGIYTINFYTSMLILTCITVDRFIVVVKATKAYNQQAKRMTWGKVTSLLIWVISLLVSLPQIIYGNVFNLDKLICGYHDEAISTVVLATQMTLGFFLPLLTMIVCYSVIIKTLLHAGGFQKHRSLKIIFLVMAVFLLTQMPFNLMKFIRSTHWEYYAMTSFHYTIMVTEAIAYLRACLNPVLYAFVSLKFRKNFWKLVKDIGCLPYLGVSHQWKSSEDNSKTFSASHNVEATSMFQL
Jurkat NFkB inh: inhibitors of induced NF-kB luciferase reporter, primary screen, TCR NF-kB activation inhibitor project, cell-based, luminescence, uHTS; Jurkat, PMA/ionomycin-induced NF-kB luciferase reporter; inhibition, % at 4 µM; 330,000 tested, 0.53% active; in the data active means inhibition above about 50%
697 NFkB inh: inhibitors of PMA/ionomycin-induced NF-kB reporter, 697 cells, primary screen, B-cell NF-kB inhibitor project, cell-based, luminescence, uHTS. 697 B-cell NF-kB luciferase reporter, 16 h. inhibition, % at 4 µM. 330,000 tested, 0.33% active. AID 435022, 2010; in the data active means inhibition above about 35%
CCR6 antagonist: CCR6 receptor antagonists, primary screen, cell-based, CHO-K1, luminescence, beta-arrestin, uHTS | C-C chemokine receptor type 6 (Homo sapiens), P51684 | CHO-K1 CCR6 PathHunter beta-arrestin, CCL20-stimulated | inhibition, % at 20 µM | 340,000 tested, 0.49% active | AID 493098, 2011;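 active means compounds whose inhibition of the agonist-driven luminescence signal at 20 µM reaches about 50%, limit read from the data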;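 further: cells stimulated with CCL20 at 14 nM final; plate controls were DMSO with CCL20 for no effect and DMSO without agonist for full effect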
Target sequence (P51684 whole entry, looked up): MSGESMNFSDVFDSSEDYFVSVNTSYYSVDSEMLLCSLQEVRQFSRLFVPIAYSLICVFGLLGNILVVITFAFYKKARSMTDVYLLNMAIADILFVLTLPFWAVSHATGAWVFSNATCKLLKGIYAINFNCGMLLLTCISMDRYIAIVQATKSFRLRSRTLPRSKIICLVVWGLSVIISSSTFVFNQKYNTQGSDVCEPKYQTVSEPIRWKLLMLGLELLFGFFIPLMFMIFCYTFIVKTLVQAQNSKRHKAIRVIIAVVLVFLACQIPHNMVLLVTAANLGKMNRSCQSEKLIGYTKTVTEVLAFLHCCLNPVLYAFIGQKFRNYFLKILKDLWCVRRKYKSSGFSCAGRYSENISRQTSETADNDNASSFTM
EBI2 block: EBI2 receptor antagonists, beta-arrestin recruitment, primary screen, cell-based, luminescence, 7a,25-OHC stimulation, uHTS; inhibition, % at 5 µM; 7a,25-OHC stimulated; 360,000 tested, 0.81% active; G-protein coupled receptor 183 (Homo sapiens), P32249; AID 651636, 2012; in the data active means inhibition above about 38%;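 further: enzyme fragment complementation signal reports receptor beta-arrestin coupling in cells; 0% = agonist plus DMSO wells and 100% = wells without agonist; some results beyond the cut were filed as inactive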
Target sequence (P32249 whole entry, looked up, the tested form may be a part): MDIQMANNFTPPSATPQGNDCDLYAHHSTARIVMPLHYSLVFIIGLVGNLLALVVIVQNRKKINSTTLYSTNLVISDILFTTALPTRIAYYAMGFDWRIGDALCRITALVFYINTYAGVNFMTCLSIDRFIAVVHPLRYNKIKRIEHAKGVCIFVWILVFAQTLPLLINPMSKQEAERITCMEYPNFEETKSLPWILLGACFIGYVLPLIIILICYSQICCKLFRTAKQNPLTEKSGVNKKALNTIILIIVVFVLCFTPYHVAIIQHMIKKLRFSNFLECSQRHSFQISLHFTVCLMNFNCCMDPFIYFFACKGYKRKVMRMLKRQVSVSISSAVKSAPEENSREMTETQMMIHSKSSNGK
UPR CHOP act: activators of apoptotic CHOP UPR arm, primary screen, cell-based, CHO-CHOP luciferase reporter, luminescence, uHTS | UPR activation; percent of tunicamycin response over DMSO baseline | AID 449763, 2010 | activation, % at 10 µM | 330,000 tested, 0.34% active;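 active means at 10 µM dose, activation of 40% or more, normalized to positive control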;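 further: 100% = tunicamycin at 10 µg/mL and 0% = DMSO alone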
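Assay system: CHO cells with stable CHOP pathway luciferase reporter; Buffer or medium: F12 plus 10% serum; Times: 16-18 h cell attachment, then 6 h compound exposure, 37 °C; Signal: luciferase luminescence; Read-out basis: percent activation relative to tunicamycin control; Control set: tunicamycin high control, DMSO low control.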
Gli-Sufu antag: Gli-Sufu pathway antagonists, primary screen, luciferase luminescence, Sufu-KO-LIGHT cells, uHTS | Sufu-KO-LIGHT fibroblasts, Gli luciferase reporter luminescence | inhibition, % at 5 µM | 340,000 tested, 0.74% active;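 active means inhibition above about 55%, limit read from the data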;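 further: 0% = DMSO-treated cells and 100% = wells with medium but no cells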
The depositor's hits bear a star; / = no result given.

SMILES | XBP1 UPR activ | Mdm2-MdmX inh | CXCR6 inh | Jurkat NFkB inh | 697 NFkB inh | CCR6 antagonist | EBI2 block | UPR CHOP act | Gli-Sufu antag
COc1ccc(/C=C(\NC(=O)c2ccccc2)C(=O)NCCN2CCOCC2)cc1 | -2 | 2 | 2 | -11 | -6 | 7 | -4 | 0.8 | -4
O=C(CNS(=O)(=O)c1cccs1)N1CCN(c2ccccc2F)CC1 | 3 | 4 | -5 | -23 | -5 | 6 | -1 | -0.1 | -14
Cc1cccc(Nc2nc(-c3ccccc3)cs2)n1 | 2 | -222 | 2 | -147 | -268 | 0 | 21 | 5.6 | -107
CN(CC(=O)NCC1CCCCC1)S(=O)(=O)c1ccc(Cl)cc1 | -6 | 19 | 2 | -1 | -2 | 7 | 5 | 1.3 | 3
Nc1c(C(=O)NCCc2ccccc2)sc2nc(N3CCOCC3)c3c(c12)CCCC3 | 5 | 8 | 3 | -1 | 3 | -3 | 21 | -0.6 | 4
Brc1ccc(OCc2ccccc2)c(CNCC2CCCO2)c1 (stereo unspecified) | 2 | -7 | -9 | -2 | -14 | 3 | 3 | 0.4 | 22
O=C(Nc1ccc(F)cc1)N(CCCN1CCOCC1)Cc1cc2cc3c(cc2[nH]c1=O)OCCO3 | -3 | 42 | 1 | -42 | -10 | 8 | -1 | -3.4 | 13
COc1ccc(C2/C(=C(/O)c3ccccc3)C(=O)C(=O)N2C)cc1 (stereo unspecified) | -1 | 3 | -7 | 3 | 8 | -9 | -1 | -0.8 | 21
O=C(NCc1nnc(SCC(=O)N2CCN(c3ccccc3)CC2)o1)c1ccco1 | 1 | 10 | 0 | -9 | 1 | -3 | -4 | -0.9 | -1
Cc1ccc(-c2nn(-c3ccccc3)cc2C(N)=O)o1 | -2 | 22 | -10 | 6 | 17 | 9 | 3 | 1.9 | -6
Cc1c(Cl)cccc1N1C(=O)CC(NNC(=O)c2cccs2)C1=O (stereo unspecified) | 0 | 15 | 6 | -9 | 16 | 10 | 10 | 0.8 | 5
O=C1N[C@H](Cc2ccccc2)C(=O)N[C@H]1Cc1cn(S(=O)(=O)c2ccccc2)c2ccccc12 | -1 | 1 | / | 8 | 1 | -35 | / | 0.1 | 3
COc1ccc(OC)c(NC(=O)CNC(c2ccccc2)c2ccccc2)c1 | -5 | 25 | 2 | -10 | -13 | 17 | 18 | 1.4 | 46
Cn1c(SCC(=O)N2CCCC2)nnc1-c1cccs1 | 1 | 12 | -17 | -4 | 0 | -2 | 8 | 2.3 | -9
CS(=O)(=O)N(Cc1ccccc1Cl)c1ccc(C(=O)NCc2cccnc2)cc1 | 2 | 10 | 2 | -6 | -11 | 10 | 2 | 0.4 | 15
O=C(c1ccccc1)c1cccn1CC(=O)N1CCN(C2CCCCC2)CC1 | -2 | 17 | 7 | 11 | 20 | 14 | 7 | -3.2 | 9
CN(CCOc1ccc(-c2ccn(S(=O)(=O)c3cccc4ccccc34)n2)cc1)c1ccccn1 | 1 | -10 | -2 | 2 | 20 | 5 | 8 | -0.6 | 18
COc1ccc(N(CC(O)CN2C(=O)NC(C)(C)C2=O)S(=O)(=O)c2ccccc2)cc1 (stereo unspecified) | -2 | 10 | 5 | 8 | 29 | 5 | -7 | -1.2 | -3
COc1ccc(NC(=O)Cc2ccsc2)c(OC)c1 | -4 | 32 | 2 | -1 | 7 | 10 | 11 | -0.5 | -3
CCc1ccccc1N(CC(=O)Nc1cccnc1)S(=O)(=O)c1ccccc1 | -1 | -3 | -2 | -14 | -22 | 12 | -7 | 0.1 | 2
Cc1ccc(NC(=O)c2ccccc2Br)cc1S(=O)(=O)N(C)C | 0 | 18 | -1 | -13 | -1 | 8 | -3 | 0.0 | 4
COc1ccc(C(=O)NNC(=S)NC(=O)/C=C/c2cccs2)cc1 | 3 | 42 | 34 | -6 | 14 | 42 | 6 | -1.4 | 0
CCC(C)c1ccccc1N1CC(C(=O)Nc2ccc(S(=O)(=O)N3CCOCC3)cc2)CC1=O (stereo unspecified) | -4 | 11 | 0 | 7 | -7 | 7 | -3 | -0.9 | 11
O=C(NCC(=O)N(c1ccc2c(c1)OCCO2)C(C(=O)NC1CCCC1)c1ccco1)c1ccco1 (stereo unspecified) | -3 | -15 | 2 | -9 | -9 | 8 | 1 | -1.3 | -9
COc1ccc(N=Cc2c(O)[nH]c3ccccc23)cc1 | 2 | -243 | 5 | -186 | -297 | 17 | 38 | 2.1 | -137
(list continues)
SMILES | XBP1 UPR activ | Mdm2-MdmX inh | CXCR6 inh | Jurkat NFkB inh | 697 NFkB inh | CCR6 antagonist | EBI2 block | UPR CHOP act | Gli-Sufu antag
CC(C)Oc1cccc(C(=O)N/N=C/c2coc3ccccc3c2=O)c1 | -1 | 11 | -10 | -10 | 14 | -9 | 1 | 1.5 | 13
CC1CN(S(=O)(=O)c2cc(C(=O)N(CCc3ccccc3)Cc3ccccc3)ccc2Cl)CC(C)O1 (stereo unspecified) | -1 | 44 | 6 | -2 | -26 | 16 | 27 | 0.6 | 21
CCn1cc(/C=C(\NC(=O)c2cc(OC)c(OC)c(OC)c2)C(=O)NCCCN2CCOCC2)c2ccccc21 | -5 | 18 | -3 | -6 | 26 | -3 | -7 | 1.6 | 1
COc1ccc(/C(C)=N/Nc2nc(C)cc(-c3ccccc3)n2)cc1 | 2 | 32 | 5 | -10 | -27 | 16 | 7 | 7.8 | 9
O=C(O)CSCC(=O)Nc1ccc(Br)c(C(F)(F)F)c1 | -5 | 12 | -6 | 0 | 19 | -12 | 8 | -1.6 | 8
COC(=O)C1CSC2c3ccccc3C(=O)N12 (stereo unspecified) | -3 | 27 | 0 | -7 | 9 | 4 | -2 | -0.6 | 8
O=[N+]([O-])c1ccccc1S(=O)(=O)NCc1ccco1 | -2 | 15 | -7 | 13 | 11 | 4 | 9 | -0.1 | -8
CC(C(=O)Nc1ccc(S(=O)(=O)N2CCCC2)cc1)N1CCCC(C(N)=O)C1 (stereo unspecified) | -2 | 11 | -4 | -3 | 21 | 13 | -9 | 1.3 | -1
CC(NC(=O)C[n+]1cccc(Br)c1)c1ccccc1 (stereo unspecified) | -2 | 6 | -6 | -3 | 3 | -5 | 1 | 2.7 | 4
C/C(=N/N1CCN(c2ccccc2)CC1)c1cccc([N+](=O)[O-])c1 | 0 | -11 | 1 | -8 | 6 | -4 | -2 | 4.8 | -5
O=C(Nc1ccccc1N1CCN(C(=O)c2ccccc2)CC1)c1cc(Br)ccc1Cl | 0 | 13 | 14 | -13 | 18 | 14 | 20 | 0.6 | -1
N#CC1=C(N)Oc2c(oc(CO)cc2=O)C1c1ccccc1[N+](=O)[O-] (stereo unspecified) | -1 | 9 | 2 | -12 | -8 | 0 | 3 | -0.5 | 8
COc1ccc(S(=O)(=O)NC(C)C(=O)Nc2ccc3c(c2)OCCO3)cc1OC (stereo unspecified) | 2 | 11 | -12 | 15 | 1 | 5 | -9 | -1.3 | -5
COc1cccc(C(=O)NCCSCc2c(F)cccc2Cl)c1 | -1 | -9 | -4 | -23 | -64 | -8 | -5 | 4.3 | -38
O=C(O)C(Cc1c[nH]c2ccccc12)N1Cc2ccccc2C1=O (stereo unspecified) | 0 | 2 | 10 | 10 | -7 | 2 | 11 | 2.0 | -43
CC1CCN(C(=O)c2ccc(NS(=O)(=O)c3cccc4cccnc34)cc2)CC1 | 7 | 1 | -3 | 14 | -8 | 9 | 3 | -0.6 | 0
Cc1c(O)nc2ccccn2c1=O | -3 | 19 | 1 | 7 | 14 | -7 | -3 | 2.3 | -3
CCCc1cc(=O)oc2cc(OCC(=O)NCCCn3ccnc3)ccc12 | -4 | 1 | -1 | -11 | -9 | 9 | -10 | -1.9 | 39
COc1ccc2occ(C(=O)c3ccccc3)c2c1 | 1 | -46 | -2 | -34 | -47 | 4 | 12 | 4.5 | -36
Cc1[nH]c2ccc(Br)cc2c(=O)c1CN1CCOCC1 | -1 | -11 | -1 | 3 | -10 | -3 | 0 | 0.1 | 10
O=c1[nH]c(=O)n(CCO)c2nnn(Cc3ccccc3)c12 | -1 | 25 | 15 | -4 | 2 | 10 | 2 | 0.3 | 8
COC(=O)CSc1nc(C)c(Oc2ccccc2)c(=O)[nH]1 | -1 | 3 | -15 | 1 | 16 | 16 | -1 | -0.3 | 3
O=C(Nc1ccc(Br)cc1Cl)N1CCOCC1 | 2 | 15 | 8 | 1 | 10 | 0 | -3 | -2.8 | -8
O=C(NCCNC(=O)Nc1ccc(Cl)cc1)Nc1ccc(Cl)cc1 | / | / | -2 | / | / | 8 | -8 | / | -6
O=C(O)CC(CC(=O)Nc1ccc(Oc2ccccc2)cc1)c1ccccc1 (stereo unspecified) | -1 | 9 | -2 | 9 | 14 | 7 | -15 | 2.7 | 1
(cont.)
SMILES | XBP1 UPR activ | Mdm2-MdmX inh | CXCR6 inh | Jurkat NFkB inh | 697 NFkB inh | CCR6 antagonist | EBI2 block | UPR CHOP act | Gli-Sufu antag
CCC1CCCCN1CCCNC(=O)c1ccc(CS(=O)(=O)c2ccccc2C)o1 (stereo unspecified) | -2 | -4 | 0 | -8 | -7 | 12 | 10 | 0.9 | 8
CCCOC(=O)c1ccc(N2C(=O)c3ccccc3C2=O)cc1 | -1 | -4 | -8 | 16 | 11 | 2 | 1 | 3.5 | -5
CCOC(=O)c1sc2nc(N3CCCC3)c3c(c2c1N)CC(C)(C)OC3 | 5 | 5 | 1 | -14 | -7 | 15 | -3 | 0.5 | 6
CC(C)(C)c1ccc(S(=O)(=O)O/N=C2/CCCCC2c2ccc([N+](=O)[O-])cc2[N+](=O)[O-])cc1 (stereo unspecified) | 4 | -4 | -7 | 1 | 4 | -6 | -15 | 3.0 | 11
C=CCn1c(=O)c2ccccc2n2c(SCC(=O)Nc3cc(C)on3)nnc12 | -1 | 10 | -3 | 6 | -3 | 12 | -5 | -0.4 | 0
CCCCn1c(N)c(N(CCOC)C(=O)c2cc(S(=O)(=O)N3CCOCC3)ccc2Cl)c(=O)[nH]c1=O | / | / | 7 | / | / | 3 | -19 | / | -5

Filtered by structure, the entries above containing fluorine (four)
SMILES | XBP1 UPR activ | Mdm2-MdmX inh | CXCR6 inh | Jurkat NFkB inh | 697 NFkB inh | CCR6 antagonist | EBI2 block | UPR CHOP act | Gli-Sufu antag
O=C(CNS(=O)(=O)c1cccs1)N1CCN(c2ccccc2F)CC1 | 3 | 4 | -5 | -23 | -5 | 6 | -1 | -0.1 | -14
O=C(Nc1ccc(F)cc1)N(CCCN1CCOCC1)Cc1cc2cc3c(cc2[nH]c1=O)OCCO3 | -3 | 42 | 1 | -42 | -10 | 8 | -1 | -3.4 | 13
O=C(O)CSCC(=O)Nc1ccc(Br)c(C(F)(F)F)c1 | -5 | 12 | -6 | 0 | 19 | -12 | 8 | -1.6 | 8
COc1cccc(C(=O)NCCSCc2c(F)cccc2Cl)c1 | -1 | -9 | -4 | -23 | -64 | -8 | -5 | 4.3 | -38

This is a random part of the collection; any-hit rate near 5%.
